FXIIa inh = human FXIIa protease inhibitors, primary screen, biochemical, 1536-well | purified FXIIa, Boc-QGR-AMC fluorogenic substrate, 2 h | actives 0.3% (n = 220,000) | Coagulation factor XII (Homo sapiens), P00748 | inhibition, % at 5 µM; in the data active = inhibition above about 40%;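 note: 0% = enzyme with no compound and 100% = blank without enzyme; many of its hits are not listed in these tables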
PERK inh = block of dimerizer-induced PERK translation repression, primary screen, PERK inhibitor project, CHO PERK-DD cells, SEAP luminescence, HTS; Eukaryotic translation initiation factor 2-alpha kinase 3 (Homo sapiens), Q9NZJ5; CHO PERK-DD fusion, SEAP luminescence translation reporter; inhibition, % at 5.6 µM; actives 0.17% (n = 220,000);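 active = inhibition above the mean inhibition of all tested compounds plus 3 SD, set separately per screening campaign, cut at about 2.9% in these data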;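 note: PERK kinase domain activated by AP20187 dimerizer at 100 nM; 0% = DMSO with dimerizer and 100% = rapamycin at 8.4 µM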
Rad51 HR inh = human RAD51 strand exchange inhibitors, primary screen, biochemical, fluorescence | DNA repair protein RAD51 homolog 1 (Homo sapiens), Q06609 | hRad51 DNA strand exchange, fluorescence dequenching | inhibition, % at 10 µM | actives 0.085% (n = 200,000);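 active = inhibition above 40% at the single screening dose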;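 note: 0% = DMSO control wells and 100% = blanks with heterologous ssDNA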
Target sequence (Q06609 whole entry, looked up): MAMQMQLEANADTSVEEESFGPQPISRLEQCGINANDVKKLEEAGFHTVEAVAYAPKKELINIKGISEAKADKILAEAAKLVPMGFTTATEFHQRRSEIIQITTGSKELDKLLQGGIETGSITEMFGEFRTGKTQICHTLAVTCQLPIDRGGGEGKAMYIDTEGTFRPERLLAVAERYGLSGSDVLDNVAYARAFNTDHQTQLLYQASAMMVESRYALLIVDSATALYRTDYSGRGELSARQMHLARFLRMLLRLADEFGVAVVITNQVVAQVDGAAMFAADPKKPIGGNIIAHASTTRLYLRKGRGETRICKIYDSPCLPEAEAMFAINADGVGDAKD
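System: human Rad51 nucleoprotein filaments preassembled on unlabelled ssDNA. Reagent: labelled 47-mer dsDNA for strand exchange. Schedule: 30-min compound preincubation and 15-min exchange, both room temperature. Measured by: FRET fluorescence dequenching, excitation 485 nm, emission 520 nm. Read-out: Fluorescence-based percent inhibition, control- and blank-normalised. Benchmarks: plate controls and plate blanks.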
Thrombin inh = human alpha-thrombin inhibitors, primary screen, counter-screen for coagulation protease inhibitor project, biochemical, 1536-well, fluorogenic AMC substrate | inhibition, % at 5 µM | actives 0.26% (n = 220,000) | Boc-VPR-AMC fluorogenic substrate cleavage | Prothrombin (Homo sapiens), P00734;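 active = inhibition at or above 40%; inactive = inhibition below 40%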;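 note: 0% = enzyme with no compound and 100% = wells without enzyme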
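Material: human alpha-thrombin enzyme / Medium: pH 7.5 Tris (50 mM) with NaCl 150 mM, Tween 20 0.05% / Compound: single-point dosing at 5 µM, 0.2% DMSO / Incubation: enzyme reaction carried out at room temperature / Detection: AMC fluorescence, 355/460 nm / Read-out basis: percent inhibition scaled between no-compound controls and no-enzyme blanks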
Furin inh = human furin inhibitors, primary screen, biochemical, fluorescence intensity | actives 0.061% (n = 220,000) | P09958 | purified furin, fluorogenic substrate cleavage | inhibition, % at 30 µM | AID 463115, 2010; in the data active = inhibition above about 25%; note: inactives centre near -15
Cl transport mod = KCC2 cotransporter modulators, thallium flux, primary screen, cell-based, HEK293 KCC2, FluoZin-2 fluorescence, MLSMR | KCC2 cells, thallium flux FluoZin-2 fluorescence | B-score of Tl+ flux slope (higher = more flux/activation; lower = inhibition) at 10 µM | actives 2.2% (n = 190,000);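 active = thallium flux slope and its plate-corrected score both differing from the plate sample mean at a set confidence after two filtering rounds, in either direction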;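 note: slope of fluorescence scaled to starting intensity during 10 to 20 s after thallium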
hK5 inh = human KLK5 protease inhibitors, primary screen, biochemical, 1536-well. Kallikrein-5 (Homo sapiens), Q9Y337. recombinant hK5, fluorogenic AMC substrate cleavage. inhibition, % at 5 µM. actives 0.59% (n = 210,000). AID 873, 2007;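 active = inhibition of 40% or more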;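 note: 0% = enzyme controls without compound and 100% = no-enzyme blanks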
FXIa inh = human FXIa protease inhibitors, primary screen, biochemical, 1536-well | Coagulation factor XI (Homo sapiens), P03951 | purified FXIa, Boc-Glu-Ala-Arg-AMC fluorogenic substrate | inhibition, % at 5 µM | actives 0.14% (n = 220,000);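 active = inhibition of at least 40%; inactive = inhibition below 40%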;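 note: fluorescence of freed AMC excited at 355 nm; 0% = enzyme without compound and 100% = no enzyme blank; many of its hits are not listed in these tables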
Target sequence (P03951 19-387 limits assumed): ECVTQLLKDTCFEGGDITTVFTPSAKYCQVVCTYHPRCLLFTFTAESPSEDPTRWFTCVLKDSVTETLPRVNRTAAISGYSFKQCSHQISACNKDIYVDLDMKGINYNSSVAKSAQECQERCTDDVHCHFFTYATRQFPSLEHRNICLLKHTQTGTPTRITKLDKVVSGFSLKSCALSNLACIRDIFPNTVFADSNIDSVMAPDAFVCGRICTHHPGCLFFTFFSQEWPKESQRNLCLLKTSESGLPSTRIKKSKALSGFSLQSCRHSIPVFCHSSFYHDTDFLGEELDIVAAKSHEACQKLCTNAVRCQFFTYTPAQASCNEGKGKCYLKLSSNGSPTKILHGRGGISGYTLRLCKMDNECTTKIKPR
Target sequence (P03951 388-625 limits assumed): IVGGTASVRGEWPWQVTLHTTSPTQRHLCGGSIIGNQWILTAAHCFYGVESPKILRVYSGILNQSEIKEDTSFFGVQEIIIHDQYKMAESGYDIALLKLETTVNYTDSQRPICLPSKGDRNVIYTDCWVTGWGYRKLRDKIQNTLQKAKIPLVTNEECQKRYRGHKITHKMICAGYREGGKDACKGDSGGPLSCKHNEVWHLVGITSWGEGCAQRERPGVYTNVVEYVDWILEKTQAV
m-calpain inh = inhibitors of pig calpain II, primary screen, biochemical, fluorogenic peptide substrate, 1536-well; purified calpain II, 30 min; inhibition, % at 16 µM; actives 0.37% (n = 220,000); AID 1236, 2008;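 active = inhibition above about 50%, limit read from the data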
An asterisk follows results filed as active; nt = no result given; [ ] = dose if it differs, or a comment.

SMILES | FXIIa inh | PERK inh | Rad51 HR inh | Thrombin inh | Furin inh | Cl transport mod | hK5 inh | FXIa inh | m-calpain inh
Cc1cc(NC(=O)CSc2nnc(C3CC3)n2-c2ccccc2)no1 | 6.2 | -0.5 | -94.8 | 0.0 | -3.7 | 0.151 | -1.1 | -5.7 | -21.4
O=C(O)CSC1=NC(=Nc2cccc(Cl)c2)C2(CCCCC2)N1c1ccccc1 | -0.5 | 0.0 | 12.4 | -8.3 | -5.9 | -1.1 | -13.8 | -2.8 | -7.8
NC(=O)[C@H]1CC2(CC(c3cccc(NC(=O)[C@H]4CCC(=O)N4)c3)=NO2)CN1C(=O)c1ccccc1C(=O)c1ccccc1 (stereo partly drawn) | 5.2 | nt | -7.3 | 0.4 | -23.4 | -0.76 | 2.2 | 1.6 | -17.9
COc1ccc(-c2nc(CCl)cs2)cc1 | 1.9 | 0.9 | -1.9 | -6.5 | -27.1 | 0.38 | -4.3 | -4.2 | -12.1
CCOc1ccc(S(=O)(=O)NCCC(=O)OC(C)C(=O)N2CCc3ccccc32)cc1 (stereo not drawn) | 16.9 | 0.1 | -4.7 | 14.3 | -19.3 | nt | 8.5 | 2.5 | 7.1
COc1ccc(NC(=O)CC2SC(=O)NC2=O)cc1 (stereo not drawn) | -1.5 | 1.0 | -4.1 | -8.9 | -19.4 | 0.0382 | -0.9 | -5.8 | -14.6
COC(=O)CN1C(c2ccccc2O)Nc2ccc(Br)cc2C1c1ccccc1 (stereo not drawn) | -0.8 | 1.0 | -2.8 | -5.8 | -17.4 | -1.1 | -21.6 | -3.8 | -44.0
C[C@@H](C(=O)Nc1ccc2ccccc2c1)[C@H]1C[C@]1(C)[C@H](NC(=O)c1cccnc1)c1ccccc1 | 7.7 | -0.8 | 3.6 | -0.6 | -18.8 | -0.0258 | -10.1 | 3.4 | -36.2
COc1c(Cl)cc(Cl)cc1CNCCO | 2.2 | -0.7 | -2.7 | -2.1 | -20.7 | 0.483 | -19.9 | -0.9 | -11.9
COc1ccc(N2CCN(C3CC(=O)NC3=O)CC2)cc1 (stereo not drawn) | 2.4 | 0.2 | -3.0 | 6.7 | -28.7 | 1.43 | -15.4 | -2.3 | -6.9
Cc1cc(=O)oc2cc(OCc3ccc(C(=O)OCC(=O)N(C)C4CCS(=O)(=O)C4)cc3)ccc12 (stereo not drawn) | 5.3 | 2.1 | 6.8 | -2.3 | -31.1 | -0.551 | 3.5 | 7.3 | -39.9
Cc1cccc(-n2c(C)nc3c(cnn3-c3ccc(F)cc3)c2=O)c1 | -0.6 | -0.5 | -5.9 | 1.3 | -14.1 | nt | 2.0 | -4.2 | 16.0
Cc1cc(C(F)(F)F)nn1CC(=O)Nc1ccc(Br)c2cccnc12 | 9.3 | -0.1 | 0.1 | -4.9 | -17.9[20 µM] | 0.0247 | -1.1 | 2.1 | -9.4
CCOc1cc(CNn2cn[nH]c2=S)cc(Cl)c1OCc1ccccc1F | 8.8 | 0.2 | -9.3 | -5.8 | -13.5 | -1.49 | 0.2 | 3.5 | 16.3
O=C(COc1ccccc1[N+](=O)[O-])N/N=C/c1cccc(OC(=O)c2ccc3c(c2)OCO3)c1 | 13.4 | 0.8 | -6.1 | 12.4 | -6.6 | 0.893 | -2.8 | 9.1 | -80.4
CCN1C(=O)/C(=C\N(C)C)c2ccccc21 | 1.1 | 1.2 | 2.9 | -6.0 | -0.6[20 µM] | 0.406 | -3.8 | -0.6 | -5.6
COc1ccc(C(=O)Nc2nc(C)cc(C)n2)cc1[N+](=O)[O-] | 5.4 | -0.2 | nt | -7.1 | -11.3 | 0.124 | -7.2 | 0.0 | 11.8
COC(=O)c1ccc2c(c1)C(=O)N(C1CCCCC1)C2=O | -4.0 | 0.0 | -0.9 | -8.5 | -4.0[20 µM] | nt | 12.5 | -16.6 | 11.3
COc1ccc(CNC(=O)C2CCN(S(=O)(=O)c3c(C)n[nH]c3C)CC2)cc1 | 7.0 | 1.2 | nt | 1.9 | -25.9 | 0.415 | -4.4 | 3.6 | -19.3
CC(OC(=O)c1cccnc1Cl)C(=O)Nc1ccc2c(c1)OCCO2 (stereo not drawn) | 2.2 | 1.0 | -4.8 | -23.1 | -25.8 | 0.234 | -6.0 | -9.8 | -8.3
O=C(COC(=O)c1ccc(S(=O)(=O)Nc2ccccc2)cc1)NCCC1=CCCCC1 | 13.5 | 1.0 | -3.4 | -8.8 | 3.5 | -0.102 | -7.8 | 3.1 | 9.4
CC(C)NCCOCCOc1ccc(Cl)cc1Br | 14.1 | -0.3 | nt | 0.8 | -19.4 | 0.0558 | -5.6 | 8.6 | -1.0
C/C(=N\N1C(=O)c2ccccc2C1=O)c1cccc([N+](=O)[O-])c1 | 15.4 | 1.7 | -29.0 | -0.2 | -18.3 | 0.297 | -7.6 | 7.0 | -2.9
COc1ccc2cc(C(C)c3nc4ccccc4c(=O)n3N)ccc2c1 (stereo not drawn) | 8.5 | -0.6 | -0.9 | -1.2 | -24.6 | -0.166 | -15.5 | 2.9 | -10.2
CCCCN(C(=O)c1cccc2c(=O)c(C)c(-c3ccccc3)oc12)c1ccccc1 | 10.8 | -0.5 | 9.6 | -3.5 | -12.0 | -1.32 | -9.6 | 8.3 | 42.6
O=C(NCc1ccccn1)c1cn(Cc2ccccc2)nn1 | -9.9 | 0.8 | -5.2 | 3.2 | -13.8 | nt | -10.1 | 7.3 | -5.7
CSc1nc(=NC(C)=O)ss1 | 3.9 | 0.7 | -14.0 | 9.9 | -31.0[20 µM] | -1.02 | -21.1 | -11.6 | 7.3
CC(C)C(C(=O)NCc1ccco1)N(C(=O)CNS(=O)(=O)c1ccc(Cl)cc1)C1CCCC1 (stereo not drawn) | 17.1 | -1.0 | 16.8 | -1.8 | -6.8 | -1.17 | -13.4 | 0.6 | 9.9
Cc1cc(C)c(NC(=O)CCCOC(=O)C2=COCCO2)c(C)c1 | 6.8 | -0.1 | -4.1 | 1.9 | -3.7 | 0.925 | 13.3 | 3.8 | 3.3
C=CCNC(=O)COC(=O)CCC(=O)c1cccs1 | 1.9 | 1.5 | 1.2 | -0.9 | -27.2 | 0.427 | 3.1 | 9.6 | 1.9
Cc1cccc(-n2c3nc(=O)[nH]c(=O)c-3cc3c(C)nn(-c4ccccc4)c32)c1 | 4.3 | 1.2 | -40.7 | -4.6 | -72.1 | 0.769 | -17.6 | 16.9 | -446.1
O=C(NN1C(=O)c2ccccc2NC1c1cccnc1)c1ccccc1 (stereo not drawn) | -3.0 | 0.3 | 25.8 | -0.8 | -23.7 | -0.947 | -24.8 | -6.5 | -129.2
CCOc1ccc(CCNC(=O)c2ccc(C)c(N3CCCC3=O)c2)cc1OCC | -2.2 | 0.0 | 0.0 | -23.8 | -7.6 | -0.457 | -10.2 | -11.4 | -5.3
CC(C)COCC(O)CCC(=O)NNC(=S)Nc1ccccc1 (stereo not drawn) | 13.1 | 1.2 | -1.8 | -1.9 | -17.0 | 0.0795 | -11.8 | -1.4 | 6.2
O=C(NC(C(=O)NCCN1CCOCC1)C12CC3CC(CC(C3)C1)C2)C1CCCCC1 (stereo not drawn) | 13.6 | -0.2 | -6.0 | 4.7 | -15.3[20 µM] | nt | -8.6 | 8.2 | -4.9
COC(=O)c1cc(NC(=O)C2(S(=O)(=O)c3ccc(Cl)cc3)CC2)cc(C(=O)OC)c1 | 16.0 | 1.0 | -11.4 | 3.4 | -20.0 | -1.67 | -4.8 | 10.2 | -15.7
CCCCNC(=S)N=Nc1c(O)[nH]c2ccccc12 | 10.0 | -0.5 | 1.9 | -1.9 | -15.4 | 25.1* | -4.3 | -1.1 | 9.2
C=CCN(C(=O)c1cccc(S(=O)(=O)N2CCN(C)CC2)c1)c1nc(-c2ccccc2)cs1 | -0.2 | -1.4 | 1.7 | 3.0 | -7.9[20 µM] | -0.603 | -8.8 | -2.2 | -59.5
O=C(C1=C[C@H](c2csc3ccccc23)C[C@H](OCc2ccc(CO)cc2)O1)N1CCN(Cc2ccccc2)CC1 | 9.7 | 0.7 | 0.4 | -6.5 | -24.7 | -0.495 | 0.6 | -0.4 | 10.5
CCOc1ccc(S(=O)(=O)NCCOC)cc1C | 12.3 | 0.8 | -2.7 | 2.9 | -30.7[20 µM] | nt | 6.2 | -12.4 | -26.1
CCCc1cc(N2CCCC(C(=O)NCc3ccc4c(c3)OCO4)C2)n2ncnc2n1 (stereo not drawn) | 14.4 | 0.1 | -5.1 | 13.5 | -7.9 | -2.19 | 9.1 | 7.3 | 20.0
COc1ccccc1CNC(=O)Cc1ccc(C)cc1 | 0.7 | 0.7 | -9.8 | -5.5 | -13.7 | -1.69 | -9.4 | -4.8 | -25.5
CCCCS(=O)(=O)Nc1ccc2ncn(C)c(=O)c2c1 | 2.3 | 0.5 | 8.9 | -2.5 | -16.3[20 µM] | 0.819 | -6.7 | -5.5 | -360.9
O=C(Nc1ccc(Cl)cc1)Nc1nnc(CSCc2ccccc2Cl)s1 | 5.9 | 0.7 | -8.0 | 0.9 | -7.1 | 0.705 | -3.6 | 14.2 | 23.8
NS(=O)(=O)c1ccc(CNC(=O)CSc2ccccc2)cc1 | -1.2 | 1.3 | 5.9 | 1.0 | -11.1 | 1.99 | -18.9 | -5.1 | -30.0
Cc1nnc(SCC(=O)NCCc2ccccc2)s1 | 7.0 | 1.1 | 2.1 | -2.2 | -30.7 | -0.312 | -0.4 | -0.5 | -8.2
NC(=O)Nc1ccccc1C(=O)NCCc1ccccc1 | 4.5 | 0.7 | nt | -1.6 | -10.3 | -0.278 | -16.0 | 7.0 | -14.7

The list is partial (hit frequency here may not be typical).
